FBPA coupling cs = qHTS Assay for Inhibitors of Fructose-1,6-bisphosphate Aldolase from Giardia Lamblia: Coupling assay counterscreen | AID 2472, 2010 | 0.67% of 290,000 active | coupling enzyme system counterscreen, AmpLite Red fluorescence | activity change, negative = inhibition, % at 58.2 µM, hits read low; in the data active means activity change below about -30%; further: on the % scale 0 is the no-effect control and ±100 the full control effect
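Final compound at 57.5 uM, incubated 10 min at RT with coupling enzyme reagent (glyceraldehyde-3-phosphate), then 20 min with substrate and AmpLite Red detection. Fluorescence read at 525/598 nm; tests interference with the coupling assay, not aldolase inhibition.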
FLuc modulator = qHTS profiling assay for firefly luciferase inhibitor/activator using purifed enzyme and Km concentrations of substrates (counterscreen for miR-21 project). Potency, µM (doses to about 57.5 µM), without a hit: at the highest dose activity change, negative = inhibition, hits mostly inhibitors. Luciferin 4-monooxygenase (Photinus pyralis), P08659. purified FLuc, Km substrates, luminescence inhibition. 6.9% of 360,000 active. AID 588342, 2011;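 further: potency means the concentration at half of the fitted maximal effect; plate controls were vehicle for no effect and reference inhibitor for full effect; nearly all actives have a fitted effect of over 55% in size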
Target sequence (P08659 whole entry, looked up): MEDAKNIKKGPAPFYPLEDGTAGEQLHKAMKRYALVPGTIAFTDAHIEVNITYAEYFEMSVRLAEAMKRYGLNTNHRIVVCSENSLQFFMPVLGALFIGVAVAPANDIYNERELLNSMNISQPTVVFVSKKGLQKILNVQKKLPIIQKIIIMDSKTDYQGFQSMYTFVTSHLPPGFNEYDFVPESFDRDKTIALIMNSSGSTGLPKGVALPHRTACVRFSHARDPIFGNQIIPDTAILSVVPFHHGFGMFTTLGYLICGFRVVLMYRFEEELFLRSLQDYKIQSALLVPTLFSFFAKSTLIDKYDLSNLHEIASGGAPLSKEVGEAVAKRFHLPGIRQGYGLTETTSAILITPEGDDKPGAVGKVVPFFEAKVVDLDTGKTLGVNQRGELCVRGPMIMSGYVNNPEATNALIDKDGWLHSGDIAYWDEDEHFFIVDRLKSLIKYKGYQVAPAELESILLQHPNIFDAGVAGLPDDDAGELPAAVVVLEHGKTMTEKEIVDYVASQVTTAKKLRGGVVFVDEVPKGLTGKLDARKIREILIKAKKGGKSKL
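Purified P. pyralis luciferase (10nM final) with 10uM D-luciferin and 10uM ATP (Km levels) in 50mM Tris acetate pH 7.5, 10mM Mg acetate, 0.01% Tween-20, 0.05% BSA; qHTS 6-point titration, ~60 µM downward; luminescence read.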
Gal4-VP16 FLuc = VP16 counterscreen qHTS for inhibitors of ROR gamma transcriptional activity. 3.5% of 310,000 active. Potency, µM (series often up to 53.6 µM), inactives show top-dose activity, negative = inhibition, usual class: inhibitors. Drosophila S2 Gal4-VP16 UAS-luciferase, luminescence, 20 h;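 further: Gal4-VP16 expression switched on by copper sulfate through the metallothionein promoter; potency means the concentration at half of the fitted maximal effect; on the % scale 0 is the no-effect control and ±100 the full control effect; nearly all actives have a fitted effect of over 50% in size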
Tb PFK block = qHTS Assay to Find Inhibitors of T. brucei phosphofructokinase | T. brucei PFK, ADP-Glo luminescence | AID 485367, 2010 | Potency, µM (highest dose often 57.5 µM), inactives show at the highest dose activity, negative = inhibition, most hits filed as inhibitors | ATP-dependent 6-phosphofructokinase (Trypanosoma brucei brucei), O15648 | 0.17% of 330,000 active;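 further: potency means the concentration at half of the fitted maximal effect; 0% = uninhibited 1x PFK enzyme wells and -100% = no-enzyme wells; nearly all actives have a fitted effect of over 60% in size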
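Luminescent ADP detection (ADP-Glo, two-step: ATP depletion then ADP-to-ATP conversion for luciferase) reported PFK activity after 45 min room-temperature reaction of 1.25 nM enzyme with 0.5 mM F6P and 0.1 mM ATP at pH 8.0.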
RORgamma inh = qHTS for inhibitors of ROR gamma transcriptional activity; Nuclear receptor ROR-gamma (Mus musculus), P51450; Drosophila S2 Gal4-RORgamma UAS-luciferase reporter, 20 h; Potency, µM (top dose mostly 53.6 µM), for inactives: at the top dose activity change, negative = inhibition, most hits filed as inhibitors; 5.4% of 310,000 active; AID 2551, 2010; further: potency means the concentration at half of the fitted maximal effect; on the % scale 0 is the no-effect control and ±100 the full control effect; nearly all actives have a fitted effect of over 60% in size
Target sequence (P51450 whole entry, looked up, the tested form may be a part): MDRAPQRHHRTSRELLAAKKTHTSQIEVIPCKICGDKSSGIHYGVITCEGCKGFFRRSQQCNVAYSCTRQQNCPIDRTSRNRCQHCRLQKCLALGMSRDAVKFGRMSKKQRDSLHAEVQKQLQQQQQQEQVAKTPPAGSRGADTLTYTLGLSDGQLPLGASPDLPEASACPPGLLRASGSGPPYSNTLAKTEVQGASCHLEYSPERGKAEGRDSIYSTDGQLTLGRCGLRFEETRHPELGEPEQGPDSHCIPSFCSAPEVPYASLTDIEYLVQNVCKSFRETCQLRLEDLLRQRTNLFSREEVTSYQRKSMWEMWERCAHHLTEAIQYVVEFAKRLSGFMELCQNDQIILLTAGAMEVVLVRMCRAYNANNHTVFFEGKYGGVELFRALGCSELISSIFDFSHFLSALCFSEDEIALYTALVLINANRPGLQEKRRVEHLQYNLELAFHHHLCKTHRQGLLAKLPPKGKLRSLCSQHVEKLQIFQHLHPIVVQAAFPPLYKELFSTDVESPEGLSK
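Luciferase reporter read in Schneider cells carrying Gal4-RORγ (mouse) and UAS-Photinus luciferase; cells given compound 1 h before 700 uM copper sulfate induction, then incubated 20 h at ambient temperature.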
Rab9 prom act = qHTS Assay for Rab9 Promoter Activators; 2.8% of 320,000 active; AID 485297, 2010; Huh7 Rab9 promoter-luciferase reporter, luminescence, 24 h; Potency, µM (series often up to 9.22 µM), inactives show top-dose activation, negative = inhibition, hits mostly activators; further: potency means the concentration at half of the fitted maximal effect; % of control where 0% means no effect; nearly all actives have a fitted effect of over 60% in size
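Using Huh7 cells stably transfected with Rab9 promoter–luciferase, compounds were incubated 24 h at 37 °C, 5% CO2; luciferase luminescence was read 10 min after reagent addition.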
KCNH2 3.1 block = qHTS for Inhibitors of KCHN2 3.1: Mutant qHTS; Potassium voltage-gated channel subfamily H member 2, brain isoform KCNH2 3.1 (human); U2OS KCNH2 3.1, thallium flux FluxOr; stronger effect = lower value; activity change, % (tested at about 1.8 µM); 0.95% of 340,000 active;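 active means maximum activity change below -70%; inconclusive means maximum activity change from -70% to -50%; inactive means maximum activity change above -50%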;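 further: thallium influx rate constant from kinetic fluorescence after stimulation buffer; on the % scale 0 is the no-effect control and ±100 the full control effect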
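FluxOr-based Tl+ influx in U2OS cells transduced with KCNH2 3.1 virus; rate constants normalized to DMSO controls.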
ELG1 genotoxic = qHTS screen for small molecules that induce genotoxicity in human embryonic kidney (HEK293T) cells expressing luciferase-tagged ELG1. Potency, µM (highest dose often 46 µM), without a hit: top-dose activity change, positive = activation, most hits filed as activators. 1.3% of 330,000 active. HEK293T ELG1-luciferase reporter, luminescence, 16 h; further: potency means the concentration at half of the fitted maximal effect; % of control where 0% means no effect; nearly all actives have a fitted effect of over 60% in size
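After overnight (16 hr) compound treatment at 37 °C, ELG1-luciferase HEK293T cells were lysed with ONE-Glo; luminescence quantified 30 min later at room temperature.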
uPA surface inh = qHTS for Inhibitors of Cell Surface uPA Generation; Potency, µM (doses to about 38.3 µM), without a hit: at the top dose activity change, negative = inhibition, most hits filed as inhibitors; AID 540303, 2011; 0.31% of 330,000 active; cell surface uPA generation assay, qHTS; active means well fitted inhibition curve with a large enough effect; inconclusive means small, poorly fitted or top-dose-only effect; inactive means no such curve, though single readings can be large or run the other way; tested in mouse RAW 264.7 cells; further: potency means the concentration at half of the fitted maximal effect; on the % scale 0 is the no-effect control and ±100 the full control effect; nearly all actives have a fitted effect of over 55% in size
Giardia kill = Small Molecules that selectively kill Giardia lamblia: qHTS. activity change, % at 7.66 µM, hits read low. Giardia lamblia trophozoite viability. 0.15% of 340,000 active. AID 540267, 2011; in the data active means activity change below about -80%; inconclusive means between about -30% and that limit;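 further: parasites exposed to compound for two days anaerobically before the ATP read; on the % scale 0 is the no-effect control and ±100 the full control effect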
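Trophozoite viability was measured as ATP-dependent luminescence, read 15-30 min after reagent addition. Before that, parasites at 100 cells/well were exposed to compounds for 48 h, anaerobically, at 37 deg C.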
NPC1 prom act = qHTS Assay for NPC1 Promoter Activators | Huh7 NPC1 promoter luciferase reporter, 24 h | Potency, µM (top dose mostly 9.22 µM), for inactives: at the top dose activation, hits mostly activators | 2.4% of 320,000 active | AID 485313, 2010;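 further: potency means the concentration at half of the fitted maximal effect; % of control where 0% means no effect; nearly all actives have a fitted effect of over 60% in size; reporter is driven by a mutant NPC1 promoter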
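Stably transfected Huh7 (NPC1 promoter→luciferase), 1500 cells/well in Opti-MEM + 10% FBS, 2 h settle, then compound 24 h at 37 °C. Luminescence after 10 min with Amplite reagent.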
* = called active by the depositor; ? = inconclusive; / = not tested or not shown; & = joins results of further samples; [ ] = dose if it differs, or a comment. Unless noted, the call rests on the fitted dose curve; in most records, active means well fitted curve in the direction sought with a large enough effect; inconclusive means small, poorly fitted or top-dose-only effect, or another doubt; inactive means no such curve, though single readings can be large; an effect the other way counts as inactive or inconclusive.

SMILES	FBPA coupling cs	FLuc modulator	Gal4-VP16 FLuc	Tb PFK block	RORgamma inh	Rab9 prom act	KCNH2 3.1 block	ELG1 genotoxic	uPA surface inh	Giardia kill	NPC1 prom act
COc1ccc(/C(C)=N/Nc2ccccc2Cl)c(O)c1	3.0	10.7µM*	?	0.8%	-0.5%	-0.4%	-6.2	?	7.3%	-17.6	-0.2%
O=C(O)CCCn1cc(NC(=O)COc2ccccc2F)cn1	-1.1	1.4%&-0.4%	-0.5%	-5.7%	-39.8%	1.4%	19.7	-0.2%	5.0%	6.0	-0.5%
CCOC(=O)C1=C(C)NC2=C(C(=O)CCC2)C1c1cn(Cc2ccc(Cl)cc2Cl)nc1-c1ccccc1 (stereo not given)	-8.4	-3.1%	-13.4%	-9.1%	19.8%	7.5%	?	-5.0%	-9.2%	18.4	-1.8%
O=C(NCCCNC(=O)c1cnccn1)c1ccc(Cl)cc1	1.2	-0.7%	14.8%	-0.1%	-4.4%	-3.4%	-14.1	5.2%	-0.4%	-15.2	-2.0%
CCOc1ncccc1C(=O)OCC(=O)c1cccc(Br)c1	1.5	-17.3%	-5.1%	7.9%	1.4%	5.1%	5.2	3.4%	0.1%	-23.1	2.1%
COCCNC(=O)c1ccc(Cn2c(=S)[nH]c3cc4c(cc3c2=O)OCO4)cc1	-1.0	0.2%	2.3%	-0.5%	-30.6%	-5.6%	-29.3	3.3%	0.4%	8.8	-3.7%
CCOc1ccc(Nc2nc(Cc3nnc(SCC(=O)NCC4CCCO4)n3C)cs2)cc1 (stereo not given)	0.0	-9.1%	1.0%	-5.5%	-39.8%	-1.5%	-2.2	-2.0%	-13.4%	1.3	0.1%
O=c1[nH]c(-c2ccc(Cl)cc2)nc(=S)[nH]1	6.3	?	4.5%	-3.1%	2.2%	-0.6%	-12.8	0.3%	9.6%	2.9	-1.1%
O=C(Nc1ccc(C2SCCS2)cc1)c1ccccc1	-5.4	0.849µM*	-5.7%	-1.7%	-29.9%	1.41µM*	0.4	?	-6.4%	4.2	1.12µM*
Cc1ccccc1NC(=O)Cc1cn(C)c2ccccc12	-8.8	1.1%	6.3%	-0.8%	25.6%	-6.1%	1.7	0.8%	-0.5%	-8.8	-3.8%
CCn1c(C)c(C(C)=O)c(N2CCCC2)nc1=S	-3.6	-1.5%	0.8%	0.1%	7.94µM*	-2.9%	9.6	0.8%	-0.3%	20.1	3.2%
O=C(Nc1cc(S(=O)(=O)N2CCOCC2)ccc1N1CCCC1)c1cccnc1Cl	8.0	-0.5%	6.5%	-6.2%	-0.6%	-6.1%	-3.6	0.1%	2.8%	47.5[activator]	-4.4%
CN(CCc1ccccn1)C(=S)NC(=O)c1ccco1	0.5	-1.5%	?	0.9%	14.1µM*	4.7%	-28.1	1.8%	11.1%	-17.4	0.8%
CCOC(=O)N1CCc2c(sc3nc4n(c(=O)c23)N=C(c2ccc(OC)cc2)CS4)C1	0.4	2.3%	-3.0%	0.9%	-5.4%	-6.3%	2.5	-6.3%	4.3%	7.6	-1.7%
O=C(COC(=O)CCNS(=O)(=O)c1ccccc1)NC(=O)c1ccccc1	/	-20.0%	/	1.3%	/	-0.8%	7.4	0.6%	-13.3%	8.1	-1.3%
Clc1cccc(C2=NOC(c3nnc(-c4ccccc4)o3)C2)c1 (stereo not given)	2.0	-2.0%	-2.6%	-5.7%	7.0%	-6.0%	4.0	5.5%	-3.5%	4.6	3.4%
C=CCN(CC=C)C(=O)C[n+]1ccc(C(N)=O)cc1	-2.0	0.2%	-13.9%	2.7%	-24.7%	1.9%	14.1	0.1%	17.4%	16.4	-2.4%
O=C(O)[C@@H]1CCCN1c1ncnc2sc3c(c12)CCC3	5.1	-0.8%	-5.0%	3.6%	3.6%	-4.4%	-2.8	-2.3%	1.4%	4.9	-2.1%
CCn1cc(/C=C2\SC(=O)N(CC(=O)Nc3ccc4c(c3)OCO4)C2=O)c2ccccc21	-9.1	2.1%	0.9%	0.8%	2.2%	1.3%	2.6	0.6%	-2.7%	2.4	-2.6%
Cc1ccsc1/C=N/NC(=O)Nc1ccccc1	1.7	2.69µM*	?	-0.3%	40.7%	1.58µM*	0.8	?	-4.5%	-2.8	3.16µM*
Cc1ccc2nc(-c3ccncc3)cc(C(=O)Nc3ccc(F)cc3C)c2c1	-0.6	3.7%	-0.6%	-2.3%	-35.4%	6.6%	/	-1.5%	-1.2%	23.8	0.0%
CC1(C)C(Cl)C(=O)C(C(=O)c2ccccc2)C(=O)C1Cl (stereo not given)	7.8	-4.2%	-2.7%	-0.4%	26.8%	-1.6%	-2.2	-0.4%	-0.6%	4.5	1.2%
CC(C)(C)C1CCc2sc(-c3nnc(CCl)o3)cc2C1 (stereo not given)	0.5	23.9µM*	-3.2%	3.7%	-16.9%	-0.8%	-10.5	5.0%	?	8.4	-2.1%
N=c1c(C(=O)NC2CCCC2)cc2c(=O)n3ccccc3nc2n1CCN1CCOCC1	2.7	-1.4%	-4.2%	-6.8%	10.5%	0.2%	-12.6	-5.5%	2.9%	9.9	-0.6%
COC(=O)c1ccc(NC(=O)CSc2nc3[nH]ncc3c(=O)[nH]2)cc1	/	-16.1%	/	2.2%	/	-2.9%	-12.1	-2.7%	1.1%	-20.7	-5.0%
O=C(CNc1cccc(C(F)(F)F)c1)N/N=C/c1cccc(Br)c1	-5.6	-6.8%	?	-0.8%	?	-0.1%	-5.6	-1.0%	1.9%	-3.3	1.6%
COc1cc(/C=N/NC(=O)c2ccc3c(c2)OCO3)ccc1O	-0.1	16.9µM*	7.08µM*	3.0%	8.91µM*	17.6%	-7.8	?	?	4.1	17.4%
CC1=CC2=NC(=O)/C(=C\c3cccn3CCOc3cc(C)ccc3C)C(=N)N2O1	-0.1	-0.4%	?	-2.1%	?	-0.8%	-5.5	-3.6%	-3.7%	-6.8	-1.5%
COc1ccc(NS(=O)(=O)c2cn(C)cn2)cc1	3.2	-2.2%	2.5%	0.2%	-38.3%	1.0%	9.9	-1.3%	-1.1%	-5.6	-4.4%
CCOc1ccc(NS(=O)(=O)c2ccc(C)c(C(N)=O)c2)cc1	-0.9	4.0%	-2.7%	-7.6%	11.7%	-3.3%	1.9	-3.4%	-17.7%	7.9	-1.8%
CCCNC(=O)c1ccc(C2SCC(=O)N2CCc2ccccc2)cc1 (stereo not given)	2.8	2.2%	-3.6%	-1.2%	5.5%	1.6%	5.2	-3.4%	-3.1%	23.7	-1.4%
N#Cc1c2c(c(NCCN3CCOCC3)n3c1nc1ccccc13)CCCC2	-2.0	-0.7%	-7.0%	-3.8%	-11.2%	-0.7%	4.3	-1.0%	-7.9%	-8.4	-2.4%
CCOC(=O)[C@@H]1[C@H]2COc3ccc(Br)cc3[C@H]2N2C(=O)N(c3ccc(F)cc3)C(=O)[C@]12C	0.1	-1.7%	-1.7%	-3.6%	-7.0%	0.0%	-14.0	1.4%	14.6%	2.8	2.0%
Cc1nn(CC(=O)N(C)C2CCC(C)CC2)c(C)c1S(=O)(=O)N(C)C (stereo not given)	/	-0.4%	/	6.6%	/	-10.3%	8.1	5.6%	-1.3%	-2.0	-2.1%
Cc1ccc(NC(=S)NC(NC(=O)C(C)(C)C)C(Cl)(Cl)Cl)c(C)c1 (stereo not given)	2.5	6.0%	-25.3%	-0.6%	12.6µM*	-0.8%	-16.7	-5.7%	8.0%	-17.9	-0.1%
CCOc1ccccc1C(=O)NCC(=O)NCc1ccc(S(=O)(=O)N2CCOCC2)cc1	/	2.6%	/	-0.8%	/	-12.0%	6.1	7.1%	15.1%	3.3	-1.6%
Cc1cccc(OCC(=O)Nc2ccc3c(c2)nc(CCN2CCN(C)CC2)n3C)c1	-2.7	-1.8%	5.8%	4.0%	-0.2%	7.8%	-3.4	-4.8%	-4.8%	13.7	4.0%
C=C(C)C1CC=C(C)/C(=N/NC(=O)CNc2ccc(OCC)cc2)C1 (stereo not given)	-14.4	-1.2%	-5.8%	0.7%	29.4%	9.0%	-1.3	-3.2%	-0.3%	16.0	-3.4%
